Screening data as filed in PubChem BioAssay.
NCOA3 inh: human NCOA3 inhibition; 360,000 tested, 0.17% active; inhibition, % at 3.6 µM; HEK293 GAL4-SRC3 luciferase reporter, luminescence; Q9Y6Q9;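 active = inhibition above a per-campaign cutoff, the mean of all compounds plus 3 SD, cut at about 60% in these data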;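 note: 0% = DMSO-treated cells and 100% = gossypol-treated cells at 36 µM; higher means less SRC3-driven luciferase light from the GAL4 reporter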
NR5A2 inv ag: suppresses constitutive activity of human LRH-1. 360,000 tested, 0.13% active. AID 602396. inhibition, % at 3.6 µM. HEK293T StAR-luciferase reporter, LRH-1 transfected, 24 h. O00482;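 active = inhibition above the mean inhibition of all tested compounds plus 3 SD, cut at about 73% in these data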;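 note: 0% = DMSO wells and 100% = reporter-only cells lacking LRH-1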
TWEAK-Fn14 inh: TWEAK-Fn14 signaling inhibition. TWEAK-stimulated Fn14 reporter cells, luciferase luminescence, 8 h. inhibition, % at 10 µM. 360,000 tested, 2% active. AID 1159606; in the data active = inhibition above about 50%
NCOA2 inhibitor: human SRC2 (NCOA2) inhibition | Q15596 | HEK293 GAL4-SRC2 luciferase reporter, luminescence | inhibition, % at 9 µM | 370,000 tested, 0.17% active | AID 651957;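 active = inhibition above the mean inhibition of all tested compounds plus 3 SD, set per campaign, cut at about 52% in these data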;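 note: 0% = DMSO treated cells and 100% = cells given Gossypol at 36 µM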
Granule exo inh: lytic granule exocytosis inhibition; TALL-104 LAMP-1 surface exposure, flow cytometry; cells stimulated with thapsigargin and PMA; inhibition, % at 10 µM; 360,000 tested, 0.66% active; AID 651702;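 active = inhibition above about 55%, limit read from the data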
COUP-TFII inh: NR2F2 (human) inhibition, primary screen; P24468; HEK293T NGFI-A luciferase reporter, luminescence; inhibition, % at 8.6 µM; 370,000 tested, 0.7% active;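 active = inhibition above a per-plate cutoff, mean inhibition of test wells between control levels plus 3 SD, cut at about 38% in these data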;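 note: cells cotransfected with COUP-TFII expression vector driving the NGFI-A reporter; 0% = median of COUP-TF2 test wells and 100% = reporter-only cells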
ABHD5-PLIN5 inh: inhibitors of human ABHD5-perilipin-5 interaction. Split G. princeps luciferase complementation, luminescence, 4 h. inhibition, % at 4 µM. 360,000 tested, 0.78% active. AID 602281;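 active = inhibition above the mean inhibition across every tested compound plus 3 SD, cut at about 22% in these data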;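 note: 0% = DMSO only wells and the 100% control is not disclosed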
SRC1 inh: inhibits human SRC1 coactivator | HEK293 GAL4-SRC1 luciferase reporter, luminescence | inhibition, % at 3.6 µM | 360,000 tested, 0.12% active | AID 588354;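 active = inhibition above the campaign mean plus 3 SD, with each screening campaign given its own cutoff, cut at about 60% in these data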;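 note: 0% = DMSO treated cells and 100% = gossypol at 36 µM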
NOD2 RIPK2 PPI: blocks binding of human NOD2 to RIPK2; O43353; CHO BLA complementation NOD2-RIPK2, CCF4 ratio; inhibition, % at 4.98 µM; 360,000 tested, 0.38% active; in the data active = inhibition above about 21%;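 note: 0% = vehicle only and 100% = reference blocker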
TROY signal inh: blocks TROY-dependent signaling in reporter cells | inhibition, % at 10 µM | 360,000 tested, 0.98% active | Q293 LMP1-TROYcd NF-kB luciferase reporter, 4 h | AID 1347056;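 active = compounds whose plate-normalised and pattern-corrected inhibition of the luciferase reporter signal at the single screening dose is 50% or more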
TLR9-MyD88 block: blocks human TLR9 binding to MyD88 | Q9NR96+Q99836 | CHO BLA complementation TLR9-MyD88, CCF4 FRET ratio | inhibition, % at 4.98 µM | 340,000 tested, 0.21% active | AID 504734;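 active = inhibition above the mean over all tested compounds plus 3 SD, cut at about 21% in these data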;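 note: 0% = DMSO only wells and 100% = clavulanate BLA inhibitor control wells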
Target sequence (Q99836 whole entry, looked up): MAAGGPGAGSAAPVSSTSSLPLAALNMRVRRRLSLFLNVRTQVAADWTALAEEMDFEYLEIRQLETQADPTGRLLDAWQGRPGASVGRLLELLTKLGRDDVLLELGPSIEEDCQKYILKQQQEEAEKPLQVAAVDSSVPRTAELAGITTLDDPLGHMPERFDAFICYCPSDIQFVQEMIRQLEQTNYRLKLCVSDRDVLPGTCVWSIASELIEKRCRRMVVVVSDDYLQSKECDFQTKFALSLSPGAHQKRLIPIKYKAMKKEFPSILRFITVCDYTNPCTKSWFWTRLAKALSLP
Target sequence (Q9NR96 whole entry, looked up): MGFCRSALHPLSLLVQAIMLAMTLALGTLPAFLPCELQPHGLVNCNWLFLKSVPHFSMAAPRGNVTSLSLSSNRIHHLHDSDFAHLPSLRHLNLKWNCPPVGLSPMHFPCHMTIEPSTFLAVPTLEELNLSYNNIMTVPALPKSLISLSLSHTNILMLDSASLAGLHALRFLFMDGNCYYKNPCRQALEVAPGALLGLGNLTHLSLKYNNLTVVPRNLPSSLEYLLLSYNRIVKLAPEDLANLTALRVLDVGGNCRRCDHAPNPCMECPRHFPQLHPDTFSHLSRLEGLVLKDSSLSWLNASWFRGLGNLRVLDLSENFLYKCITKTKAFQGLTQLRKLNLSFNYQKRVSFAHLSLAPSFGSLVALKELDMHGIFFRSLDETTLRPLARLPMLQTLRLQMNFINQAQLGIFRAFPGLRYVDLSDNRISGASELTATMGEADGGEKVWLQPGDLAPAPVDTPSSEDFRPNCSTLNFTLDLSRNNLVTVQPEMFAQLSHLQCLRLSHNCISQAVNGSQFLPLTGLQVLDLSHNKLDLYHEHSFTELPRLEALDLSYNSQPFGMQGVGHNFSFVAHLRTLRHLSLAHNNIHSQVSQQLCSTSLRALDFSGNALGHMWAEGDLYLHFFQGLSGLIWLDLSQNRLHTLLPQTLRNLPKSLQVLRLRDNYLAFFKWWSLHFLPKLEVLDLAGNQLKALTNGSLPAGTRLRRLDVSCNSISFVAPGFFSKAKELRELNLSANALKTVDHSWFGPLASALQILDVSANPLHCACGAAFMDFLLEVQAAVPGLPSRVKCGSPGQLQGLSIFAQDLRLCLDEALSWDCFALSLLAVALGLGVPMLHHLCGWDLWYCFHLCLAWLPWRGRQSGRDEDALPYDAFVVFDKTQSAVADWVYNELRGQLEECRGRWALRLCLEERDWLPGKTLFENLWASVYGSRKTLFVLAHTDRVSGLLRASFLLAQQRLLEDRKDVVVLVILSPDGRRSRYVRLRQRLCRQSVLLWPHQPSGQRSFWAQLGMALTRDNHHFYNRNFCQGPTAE
Starred values were filed as active, the others as inactive; . = no result given.

SMILES	NCOA3 inh	NR5A2 inv ag	TWEAK-Fn14 inh	NCOA2 inhibitor	Granule exo inh	COUP-TFII inh	ABHD5-PLIN5 inh	SRC1 inh	NOD2 RIPK2 PPI	TROY signal inh	TLR9-MyD88 block
CCN1CCn2c3c(c4cc(Cl)ccc42)CCCC31 (stereo unspecified)	-9	-15	-2	-19	-12	-11	7	-34	2	0	2
CCC(OC(=O)C1=Cc2ccccc2OC1)C(=O)NC1CCCC1 (stereo unspecified)	-10	4	18	12	-5	19	0	-6	-7	15	-2
Clc1nc(Cl)nc(NCCC2=CCCCC2)n1	-3	7	2	-18	11	-21	3	-4	-6	15	-10
CCOc1ccc(N2C(=O)c3cccnc3C2Nc2ccc(F)cc2)cc1 (stereo unspecified)	8	6	-1	-14	3	-2	6	-8	4	-7	-3
Cc1nc(N2CCC(C)CC2)c2c(C)c(C(=O)Nc3ccccc3C(F)(F)F)sc2n1	14	-3	12	-31	-1	1	-6	-5	-2	11	-2
CCn1c(=O)cc(OCC(=O)NCCCN2CCCC2=O)c2ccccc21	2	20	17	-31	-2	-24	8	7	-15	-2	-8
CC12CCC(O)CC1=CCC1C2CCC2(C)C(c3ccn[nH]3)CCC12 (stereo unspecified)	-5	2	16	22	-5	30	0	-3	0	48	-2
CC(=O)CN1C(=O)NC(c2ccccc2)(c2ccccc2)C1=O	-5	-5	39	-5	12	-20	3	-15	6	6	-1
CC(=O)c1cccc(NC(=O)C(Sc2ncnc3ccccc23)c2ccccc2)c1 (stereo unspecified)	-10	-8	28	-17	-2	-2	0	-34	-7	-44	3
CN1CCN(c2ccc(C(F)(F)F)cc2NC(=O)c2ccco2)CC1	3	6	-11	-6	13	3	7	-30	1	6	-8
CC(=O)NNC(=S)NC(=O)C(c1ccccc1)c1ccccc1	19	-3	-2	-3	3	6	-6	2	4	-2	9
CC1=C(C(=O)OC(C)C)C(c2ccc(F)cc2)NC(=O)N1 (stereo unspecified)	5	5	-14	0	0	-4	4	15	-7	-22	-6
Cc1ccc(S(=O)(=O)N2CCC(C(=O)N[C@@H](C)C(=O)NCc3ccco3)CC2)cc1	10	15	10	-9	1	-12	2	3	2	14	-3
CC(=O)Nc1ccc(S(=O)(=O)Nc2c(C)nn(-c3ccccc3)c2C)cc1	10	-16	0	-4	-4	2	2	7	-11	-1	2
CC(C)(C)C(=O)Nc1ccc(C(=O)N/N=C/c2ccccc2OC(=O)c2ccccc2)cc1	26	-2	-6	20	0	7	5	15	-12	15	0
CSc1ncccc1C(=O)NCC(c1cccs1)N1CCOCC1 (stereo unspecified)	7	-3	3	13	10	-5	6	0	3	-15	-1
CC(=O)c1ccc(NC(=O)c2cccc(S(=O)(=O)N3CCN(C)CC3)c2)cc1	-27	-36	43	-33	-10	-35	-2	-10	8	-17	0
CCOC1(c2ccccc2)CC1C(=O)N/N=C/c1cccc([N+](=O)[O-])c1 (stereo unspecified)	6	-4	-1	3	-4	10	-4	-20	0	7	8
CC(C)C[C@H](NC(=O)[C@@H]1Cc2c([nH]c3ccccc23)C2c3ccccc3C(=O)N21)C(=O)NCC1CCCO1 (stereo partly specified)	13	20	10	6	-5	13	-2	8	0	-23	6
Cn1nc(-c2ccccc2F)c2cc(C(=O)N3CCN(C(=O)c4ccco4)CC3)sc21	-7	-2	1	-25	2	8	7	-8	-2	-2	1
CC(C)c1ccc(/C=C/C(=O)NC2CCCCC2)cc1	4	-13	-27	-5	-2	-4	-6	6	-6	-71	8
CCc1cc(C(=O)NNC(=S)NC(C)c2ccccc2)cs1 (stereo unspecified)	19	8	25	-15	1	-7	0	6	11	-4	-13
COCCCN=Cc1c(-c2ccccc2)[nH]n(-c2nc3ccccc3s2)c1=O	8	16	-9	-5	-7	-44	-3	-2	-1	-30	14
CC(C)(C)c1ccc(S(=O)(=O)CC(O)CSc2nc3c(cc2C#N)CCCC3)cc1 (stereo unspecified)	-4	7	-6	7	0	-10	1	1	-1	-7	-7
Clc1cccc(COn2c(-c3ccc(Cl)cc3Cl)nc3ncccc32)c1	0	-4	14	18	10	24	0	8	0	15	-1

Further records follow.
SMILES	NCOA3 inh	NR5A2 inv ag	TWEAK-Fn14 inh	NCOA2 inhibitor	Granule exo inh	COUP-TFII inh	ABHD5-PLIN5 inh	SRC1 inh	NOD2 RIPK2 PPI	TROY signal inh	TLR9-MyD88 block
COc1cccc(NC(=O)N2CCCCCC2)c1	-37	-97	13	-71	-1	-27	8	-54	1	-23	7
O=C1CCCc2oc3c(c21)CCCC3	-4	1	17	31	0	1	-1	-3	-9	14	-4
CCOc1ccc(NC(=O)CN(C)C(=O)c2ccc(COc3ccccc3)o2)cc1OCC	-10	-22	-13	-15	-3	13	10	-22	2	3	5
CCOC(=O)C1=CCN(S(=O)(=O)c2ccc(Cl)cc2)C1c1cccc(C)c1 (stereo unspecified)	0	-3	13	-15	5	22	-7	6	-5	5	.
O=C(NCCOc1ccc(F)cc1)C1CCC(=O)N(Cc2ccc(Cl)cc2)C1 (stereo unspecified)	-7	-9	4	-34	5	-14	-1	-22	4	-13	2
CCCS(=O)(=O)N1CCN(C(=O)c2cc(OC)cc(OC)c2)CC1	14	5	-13	-11	0	-37	9	-2	-2	2	2
Cc1c(Cl)cnc(NC(=O)COC(=O)Cc2coc3ccc4ccccc4c23)c1Cl	-15	-39	-9	0	-6	11	-3	-9	-7	10	-4
Cc1cc(C(=O)N2CCCC(CO)(Cc3ccc(F)cc3F)C2)nn1C (stereo unspecified)	7	11	11	-9	8	-7	6	2	-8	3	-4
CCOc1ccc2nc(NC(=S)NCc3ccccc3)sc2c1	-20	10	-30	-20	17	-12	-7	-12	-7	-26	-3
CN(Cc1ccccc1)C(=O)c1ccc(NC(=O)Cc2ccc(NC(=O)C3CCCN(C(=O)c4ccccc4)C3)cc2)cc1 (stereo unspecified)	-28	5	-9	-22	-8	19	7	4	-3	11	10
O=S(=O)(Nc1ccc(-c2nc3cccnc3s2)cc1)c1cccs1	-32	-25	-16	-6	0	-2	-1	-19	-6	-41	-2
CCOc1ccc(NC(=O)c2ccccc2OCC(=O)c2ccccc2)cc1	-24	10	23	1	2	-5	-2	4	2	-34	3
Cc1ccc(OCC(O)CN2C(=O)NC(C)(C)C2=O)c(C)c1 (stereo unspecified)	4	11	5	0	-4	0	10	2	-3	-11	7
O=S(=O)(c1ccccc1C(F)(F)F)N1C=CC(C(F)(F)F)=NCC1	16	2	15	-4	0	8	1	7	-10	-18	.
O=C(c1cccc(S(=O)(=O)Nc2ccc(F)cc2)c1)N1CCOCC1	-1	-4	1	-10	-2	11	6	-10	-1	0	2
Cc1ccccc1SCC(=O)OCC(=O)NCc1ccccc1	-2	22	6	27	2	-2	0	6	-4	-2	5
O=C(NCCc1ccccc1)C1CCN(S(=O)(=O)N2CCOCC2)CC1	2	2	19	10	0	13	6	4	-7	21	-2
CN(CC(=O)NCc1cccs1)S(=O)(=O)c1cccc2cccnc12	-1	4	-5	3	7	-7	7	-5	-7	-21	-18
CCOC(=O)CCCN(c1[nH]c(C)c(C)c1C#N)S(=O)(=O)c1ccc(C)cc1	13	9	4	18	-9	13	4	-28	1	8	-13
CNC(=S)N/N=C/c1ccc(-c2cc([N+](=O)[O-])ccc2Cl)o1	0	7	-25	17	-2	-5	2	8	5	-4	4
Cn1cc(C(=O)N2CCCC(Nc3ccc(F)cc3)C2)c2ccccc21 (stereo unspecified)	5	-10	-10	-1	-2	1	1	-6	-13	18	-1
CCNc1nc(NCC)n2c(SCC(=O)Nc3ccc(CC)cc3)nnc2n1	-7	3	1	.	-1	.	-25	-18	10	-28	-5
Cc1ccc2[nH]c3c(=O)n(CC(=O)N4CC(C)CC(C)C4)ncc3c2c1 (stereo unspecified)	2	-1	19	17	-3	2	-7	7	5	21	-6
COCCNC(=O)CSc1nnc(-c2ccc(C)cc2)c(-c2ccc(C)cc2)n1	-13	2	3	12	-2	-5	2	5	-4	-4	-14
OC[C@H]1O[C@@H](c2nc(-c3ccccc3Br)no2)[C@H](O)[C@@H](O)[C@H]1O	-23	-13	-29	-25	7	-8	6	-24	-4	-38	.

(next part)
SMILES	NCOA3 inh	NR5A2 inv ag	TWEAK-Fn14 inh	NCOA2 inhibitor	Granule exo inh	COUP-TFII inh	ABHD5-PLIN5 inh	SRC1 inh	NOD2 RIPK2 PPI	TROY signal inh	TLR9-MyD88 block
O=S(=O)(NCCC1=CCCCC1)c1cccc2nsnc12	4	2	8	24	5	11	-2	12	-9	7	-3
Cc1cc(C)c(C)c(OCCN2CCOCC2)c1	9	-14	8	-14	-10	9	-2	12	-5	17	-13
Cc1ccc2oc(C(=O)NCC3CCOCC3)c(C)c2c1	-13	-15	-28	-21	-1	-19	4	-23	1	-33	-2
Cc1cc(Cl)c(S(=O)(=O)Nc2ccc3c(c2)OCO3)cc1OCC(N)=O	9	-3	-8	-5	0	-8	5	1	5	-19	0
O=C(NCc1cccnc1)c1ccc([N+](=O)[O-])o1	7	60	6	-1	-5	-5	-1	-18	-1	3	-4
CN(C)Cc1c(C(=O)N/N=C/c2cccc3ccccc23)nnn1-c1nonc1N	5	7	5	-35	4	6	5	-9	-19	-6	7
Cc1c(C(=O)OCC(=O)N(C)Cc2ccccc2)oc2ccccc12	4	6	-23	-4	-3	9	7	-11	-3	-53	-3
Nc1ccccc1SC1CC(=O)N(c2ccc3c(c2)OCO3)C1=O (stereo unspecified)	-17	-16	5	-4	-18	-24	-5	-1	-6	-17	.
CC(NC(=O)c1ccc(C23CC4CC(CC(C4)C2)C3)cc1)C(=O)O (stereo unspecified)	1	-18	-10	-2	-1	-14	6	-12	5	-19	3
Cc1cccnc1C(NC(=O)C1CCN(Cc2cn(C)c3ccccc23)CC1)c1ccc(Cl)cc1 (stereo unspecified)	-1	5	20	-6	3	-6	7	3	11	12	.
CCOc1ccccc1C(=O)N(CN1CCCC1=O)c1ccc(C)c(Cl)c1	17	22	10	21	0	10	3	14	-6	-9	2
Cc1ccccc1NC(=O)c1sc2nc(N3CCOCC3)c3c(c2c1N)CCCC3	-23	-22	-18	-36	4	-16	4	-19	-4	-33	2
O=C(c1ccccc1)c1c[nH]c(C(=O)NNc2cccc(Cl)n2)c1	14	4	-17	-43	-1	-1	-3	-35	-8	17	4
Cc1cc(OCC(=O)NCCCN2CCCC2=O)c2c(C)cc(=O)oc2c1	-7	8	0	-7	-4	-6	9	-7	-7	-46	-9
COc1ccc(CCNC(=O)CN(C)S(=O)(=O)c2ccc3nc(C)sc3c2)cc1OC	-11	6	-6	-12	-2	0	-3	-15	-2	2	-4
CCCCCC1(C(=O)OCC)CC(CSC(=N)N)OC1=O (stereo unspecified)	9	13	20	-34	2	2	5	14	8	2	-3
CCCNC(=O)COC(=O)c1ccc(-c2ccccc2)cc1	15	5	-12	-6	1	-15	-7	4	8	-3	-1

Compounds listed so far that contain a CF3 group (3):
SMILES	NCOA3 inh	NR5A2 inv ag	TWEAK-Fn14 inh	NCOA2 inhibitor	Granule exo inh	COUP-TFII inh	ABHD5-PLIN5 inh	SRC1 inh	NOD2 RIPK2 PPI	TROY signal inh	TLR9-MyD88 block
Cc1nc(N2CCC(C)CC2)c2c(C)c(C(=O)Nc3ccccc3C(F)(F)F)sc2n1	14	-3	12	-31	-1	1	-6	-5	-2	11	-2
CN1CCN(c2ccc(C(F)(F)F)cc2NC(=O)c2ccco2)CC1	3	6	-11	-6	13	3	7	-30	1	6	-8
O=S(=O)(c1ccccc1C(F)(F)F)N1C=CC(C(F)(F)F)=NCC1	16	2	15	-4	0	8	1	7	-10	-18	.

This is a subset, so the mix of outcomes need not match the whole.
